Screening results: PubChem, several laboratories
Hep lipid drop: inhibitors of hepatocyte lipid droplet formation, primary screen, imaging, high-throughput imaging, BODIPY stain | AML12 mouse hepatocytes, oleate lipid droplets | 240,000 tested, 0.4% active | AID 1656, 2009 | inhibition, % at 6.5 µM;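 active means lipid droplet intensity inhibited by at least 50%, with more than 500 cells counted; inconclusive means wells with under 300 cells, treated as cytotoxic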
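Assay system: AML12 mouse liver cells | Compound dosing: One dose, 6.5 µM compound | Read-out basis: Droplet intensity reduction, % inhibition | Measured by: Fluorescence imaging, 20x objective, two fields per well | Schedule: Overnight treatment with compound plus oleate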
bCat nuc transl: modulators of beta-catenin nuclear translocation, primary screen, imaging, HeLa cells, immunofluorescence, high-content. nuclear translocation activity, % at 5 µM. 190,000 tested, 0.3% active;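 active means nuclear translocation activity above 50% at 5 µM, with a well cell count of 50 or more; inconclusive means wells under 50 cells across six images, flagged as toxic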;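 further: per-cell ratio of nuclear to cytoplasmic median beta-catenin stain intensity; plate controls were DMSO negative control for no effect and GSK-3 inhibitor IX positive control for full effect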
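Assay system: human HeLa cells, native beta-catenin; doses: 5 µM primary, 0.02–20 µM confirmation; incubation: compound treatment 24 h, 37°C, 5% CO2; technique: fluorescence imaging of beta-catenin antibody stain plus DAPI; measure: % activation, nuclear-to-cytoplasmic median beta-catenin signal ratio per cell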
Yfh1-depleted yeast: enhancers of respiration in Yfh1-depleted yeast, dose response, Friedreich's ataxia, plus single-dose screen (AID 1465) | S. cerevisiae Yfh1-off respiration, WST-1 reduction, 72 h; higher fold induction means a stronger effect | one-dose fold induction at 50 µM; EC50 in µM for titrated hits | 220,000 tested, 0.074% active;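 active means fold induction of absorbance versus untreated yeast above a set limit, then at least 30% activation at any dose in follow-up; inconclusive means repeats straddling the limit, or above it without dose testing; inactive means fold induction below the set limit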;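 further: activators that raise dye reduction in frataxin-depleted yeast; strong numbers were not always called active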
Autophagy HCS: autophagy modulators in MEF cells, primary screen, imaging, high-content, MEF GFP-LC3; 190,000 tested, 0.98% active; calls only at 10 µM (by protocol); MEF GFP-LC3 puncta imaging; test concentration mostly 10 µM;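 active means percentage of spot-positive cells more than 3 SD above its plate mean, without a fluorescence outlier flag or 80% toxicity; inconclusive means no clear call, values can overlap the other calls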;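 further: spot-positive cell cutoff set from DMSO-treated cells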
WT yeast gro inh: growth inhibition of WT strain, primary screen, mitochondrial fusion inhibitor project, WT and mutant strains, chemical genetic | mitochondrial fusion phenotypic screen | inhibition, % at 10 µM | 190,000 tested, 2.1% active | AID 1362, 2008; in the data active means inhibition above about 58%; tested in S. cerevisiae
Dynein cargo inh: inhibitors of GR-EGFP nuclear translocation, primary screen, dynein cargo transport inhibitor project, imaging, high-content, 3617.4 mouse cells. test concentration mostly 20 µM; stimulated with dexamethasone, 1 µM; active compounds read low. z-score, hits read low. AID 1381, 2008. 220,000 tested, 0.47% active;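 active means plate z-score of nuclear minus cytoplasmic receptor signal below a set negative limit, without overly bright fluorescence or cell loss, cut at about -3.5 in these data, passing the limit was not always enough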;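 further: z-score of nuclear minus cytoplasmic ring GR-EGFP intensity difference per well; some compounds called inactive have numbers as strong as hits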
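Schedule: 48 h induction, then 1 h compound, then 30 min agonist, 37 °C. Buffer or medium: tetracycline-free induction medium containing charcoal-stripped FBS. Reagent: 1.0 µM final dexamethasone stimulus. Evaluation: nuclear versus cytoplasmic GR-EGFP signal, averaged per well. Signal: high-content fluorescence imaging after fixation.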
NOD2 inhibition: NOD2 signaling inhibitors, cell-based, luminescence, uHTS, HEK293 (AID 1566). HEK293 NOD2/NF-kB luciferase reporter, luminescence; higher % means a stronger effect. inhibition, % at 4 µM, or EC50 in µM where a hit was titrated. 290,000 tested, 0.63% active; in the data active means inhibition above about 50%; further: many of its hits are not listed in these tables
Ins promoter up: insulin promoter activators in MIN6 cells, imaging, high-content screening, mouse beta cells; 190,000 tested, 0.3% active; z-score at 5 µM; MIN6 insulin promoter-GFP reporter; active compounds read high;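 active means z-score above 3 at 5 µM with at least 500 cells counted in the well; inconclusive means wells under 500 cells, flagged as cytotoxic or low count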
MT stabilizer: microtubule stabilizers in HeLa cells, primary screen, imaging, high-content imaging; HeLa tubulin immunostaining HCS, 24 h; share of cells brighter than vehicle mean+2SD; % tubulin-high responders, % at 10 µM; 200,000 tested, 0.83% active; AID 2205, 2009;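 active means plate Z-score above 3 for both tubulin-high and condensed-nucleus cell shares, with cell loss under 80%, at 10 µM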;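 further: anti alpha tubulin signal scored within the nucleus-defined area of each cell; some results filed as inactive read as strong as hits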
WT yeast gro inh mutant strain: also measured in WT yeast gro inh; calls as there; inhibition, %; mitochondrial fusion phenotypic screen, mutant strain inhibition
Dynein cargo inh cytoplasmic EGFP: recorded beside Dynein cargo inh, whose call it bears; z-score; measured here: cytoplasmic GR-EGFP intensity; active compounds read high
Dynein cargo inh nuclear GR-EGFP: second read-out of Dynein cargo inh, no call of its own (marks repeat the call); z-score; measured here: nuclear GR-EGFP intensity;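 lower value marks the stronger effect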
Dynein cargo inh cell count: recorded beside Dynein cargo inh, whose call it bears; z-score; measured here: cell count per field
Ins promoter up cell count: recorded beside Ins promoter up, whose call it bears; cell count; measured here: cytotoxicity, nuclei count;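 total cells summed across four imaged fields per well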
Hep lipid drop cells 6.5 µM: further read-out of Hep lipid drop, marked with its call; cell count; measured here: cell count, cytotoxicity flag;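 cells counted across two imaged fields per well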
bCat nuc transl cell count 5 µM: second read-out of bCat nuc transl, no call of its own (marks repeat the call); cell count; measured here: cell count, cytotoxicity flag
MT stabilizer Hoechst-high %: recorded beside MT stabilizer, whose call it bears; % Hoechst-high responders; measured here: nuclear condensation Hoechst responders;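 share of cells brighter than vehicle mean plus two SD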
MT stabilizer cytotoxicity %: recorded beside MT stabilizer, whose call it bears; toxicity, %; measured here: cytotoxicity by cell density;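 0% = mean cell density of plate MIN control wells and 100% = no cells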
Autophagy HCS cell loss 18 h: recorded beside Autophagy HCS, whose call it bears; toxicity, %; measured here: cell loss, nuclei count;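 cell loss after 18 h compound exposure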
Active calls of the source: *; i = inactive; ? = inconclusive; nt = no result given; + = active, no number. Not all compounds are listed (hit frequency here may not be typical).

SMILES	Dynein cargo inh nuclear GR-EGFP	Dynein cargo inh cell count	bCat nuc transl	MT stabilizer	Yfh1-depleted yeast	Ins promoter up	MT stabilizer cytotoxicity %	Hep lipid drop	WT yeast gro inh	Dynein cargo inh	Dynein cargo inh cytoplasmic EGFP	Autophagy HCS	Ins promoter up cell count	WT yeast gro inh mutant strain	Autophagy HCS cell loss 18 h	MT stabilizer Hoechst-high %	Hep lipid drop cells 6.5 µM	bCat nuc transl cell count 5 µM	NOD2 inhibition
CCCS(=O)(=O)N1CCC(Cc2ccc(OC)cc2)(C(=O)OCC)CC1	-0.621	0.15	0.0	3.0	i	nt	1.0	-5.8	1.6	-1.12	-0.191	i	nt	-13.7	-6.2	3.3	717	1535	5.0%
O=C(CNS(=O)(=O)/C=C/c1ccccc1)OC1CCOC1=O (stereo not drawn)	0.429	-0.267	-0.3	3.8	i	0.29	0.3	4.2	-9.0	1.11	-0.322	i	1179	-9.3	4.5	2.2	667	1080	9.4%
Cc1ccsc1C(C(=O)NC1CCCCC1)N(C(=O)c1csnn1)C1CC1 (stereo not drawn)	-0.0684	1.55	-5.1	3.0	i	-0.68	8.9	nt	11.3	-0.638	-0.221	i	1436	0.4	20.9	2.0	nt	1039	10.3%
CCCCn1c(N)c(N(CCOC)C(=O)COc2ccc(Cl)cc2)c(=O)[nH]c1=O	-0.172	0.557	-5.4	5.3	i	0.38	9.1	11.1	-6.2	-0.396	-0.247	i	1551	16.5	6.0	2.6	701	1165	-9.0%
CCOc1ccc(N)cc1OC	-0.337	0.453	-4.1	3.4	i	-0.41	5.7	6.3	1.0	-0.39	-0.129	i	1360	14.7	-6.9	2.7	732	1114	5.0%
Cc1cc2ccccn2c1C(=O)c1ccc(Cl)cc1	-0.522	0.0516	4.7	3.0	i	1.45	4.4	nt	-0.1	1.07	-0.239	i	1411	-3.1	2.3	1.3	nt	1364	-16.4%
COc1cccc(C(=O)N2CCN(C3CCN(Cc4ccccc4)CC3)CC2)c1	-0.362	0.807	-4.9	2.1	nt	-0.18	13.4	-1.6	12.0	-0.593	-0.203	i	825	25.3	-3.6	1.4	796	1136	0.4%
CCCCN(C(=O)Oc1ccccc1)C1CCS(=O)(=O)C1 (stereo not drawn)	0.217	0.667	0.4	nt	i	0.15	nt	9.4	nt	-0.298	-0.173	nt	1121	nt	nt	nt	621	1289	1.8%
COc1cccc(CN(C)CC(=O)NNC(=O)c2ccc(Cl)cc2)c1	-0.443	0.105	1.4	3.8	i	-0.28	5.5	-22.1	-9.7	-0.39	-0.232	i	1379	-7.5	8.8	3.2	655	950	-1.1%
COc1cc(NC(=O)CN2C(=O)NC(C)(c3ccc4ccccc4c3)C2=O)c(C)cc1[N+](=O)[O-] (stereo not drawn)	1.11	-2.28	2.5	5.6	i	-0.11	16.6	8.1	-3.3	2.04	-0.00884	i	1213	12.4	8.0	2.5	665	465	2.5%
O=C(NC1CCCCC1)C(=S)NCc1ccccc1	0.395	0.426	-0.7	4.0	i	-0.49	8.3	26.3	22.5	0.185	-0.286	i	1561	35.6	2.8	2.9	760	1099	-51.8%
CCC(=O)N/N=C/c1ccc(-c2ccc([N+](=O)[O-])cc2)o1	0.55	-0.512	-0.1	3.3	i	0.2	8.5	-5.0	-2.5	1.19	-0.195	i	1410	-8.0	-3.6	2.1	656	1045	10.1%
Cc1cc(NC(=O)COC(=O)C(Cc2ccccc2)NC(=O)c2ccco2)no1 (stereo not drawn)	-0.307	0.307	-8.0	1.6	i	1.73	9.3	nt	-15.8	-0.336	-0.205	+	1315	-20.0	5.3*	0.9	nt	1045	-2.6%
Cc1ccccc1Cn1c2ccccc2c2cn[nH]c(=O)c21	-0.00239	0.863	3.4	2.0	i	-0.4	12.0	nt	13.7	-0.62	-0.239	i	1605	-1.9	-14.5	1.8	nt	1417	-2.9%
O=C(Cc1c[nH]c2ccccc12)NC1(C(=O)NC2CCCC2)CCCCC1	0.511	-0.716	nt	2.1	i	0.25	4.7	-17.9	-12.4	0.682	-0.302	i	1090	12.9	19.7	2.0	723	nt	-2.9%
O=C(Nc1ccccc1OC(=O)c1ccc(Cl)cc1)c1ccc(Cl)cc1	-0.233	-0.167	0.9	6.0	i	-0.93	6.2	26.0	-6.9	-0.281	-0.214	i	1496	-6.4	5.8	2.5	655	1040	-36.5%
Cc1cc(C(=O)OCc2nnc(-c3ccccc3)o2)c(C)n1-c1ccccc1	-0.213	1.21	-1.4	3.4	i	-1.88	5.1	nt	10.6	-1.07	-0.227	i	928	0.2	-50.1	1.8	nt	912	43.1%
CCOC(=O)C1CCN(c2ncnc3c2[nH]c2cccc(OC)c23)CC1	0.463	-0.977	-2.6	3.1	i	-0.13	9.4	nt	16.7	0.592	-0.264	i	1139	31.7	1.8	1.4	nt	947	1.5%
COc1ccc(NC2=NC(=S)N(c3cccc(C)c3)C23CCCCC3)cc1	-0.581	1.03	-2.2	3.2	nt	-0.48	3.6	-2.4	8.7	-0.691	-0.248	i	999	-3.8	-32.9	2.1	751	1223	0.9%
Cc1cccc(OC(C)C(=O)N(Cc2cccs2)C2CCS(=O)(=O)C2)c1C (stereo not drawn)	-0.335	0.54	-0.2	2.1	i	0.13	5.4	-12.9	24.1	-0.732	-0.0808	i	1329	11.2	2.9	1.6	746	1085	4.3%
C=CCNC(=S)NNC(=O)C(CCCC)CC(C)(C)O (stereo not drawn)	-0.47	0.913	-1.4	2.4	i	nt	7.0	?	0.1	-0.548	-0.213	i	nt	-2.5	-2.8	1.9	nt	1024	16.4%
Cc1cc(C)n(-c2nc3ccccc3c(=O)n2OCC(=O)Nc2c(C)cccc2C)n1	-0.277	0.43	-6.0	1.9	i	-0.68	5.3	-10.1	-0.9	-0.764	-0.208	i	1174	-5.4	-8.5	1.8	775	1206	14.3%
Clc1ccccc1Nc1nnc(-c2ccncc2)s1	-0.404	0.0792	-0.2	5.2	i	2	2.6	2.3	48.3	-0.597	-0.273	i	1284	39.7	5.6	3.3	667	888	-12.9%
[O-]/C(=C(\C(=S)NCCN1CCOCC1)[n+]1ccccc1)c1ccc(Cl)s1	-0.241	1.6	-0.9	6.0	i	1.97	6.1	25.2	-9.2	-1.17	-0.355	i	1033	3.7	-8.3	1.4	702	1058	-10.5%
O=C(COc1ccccc1)Nc1sc2c(c1C(=O)NCc1cccnc1)CCCC2	-0.189	-1.2	-4.1	4.1	i	-0.62	2.8	26.4	7.8	-0.0626	-0.171	i	1780	8.5	18.1	1.7	680	1149	12.7%
COc1ccc(-c2ccc3ccccc3n2)cc1OC	0.411	-0.387	1.0	5.6	i	nt	1.0	7.6	10.9	0.303	0.117	i	nt	20.2	14.0	1.6	716	1468	-105.0%
O=S(=O)(c1ccc(-c2cc(C(F)(F)F)on2)s1)N1CCCC1	0.951	-1.76	-1.0	nt	i	0.39	nt	nt	nt	2.24	-0.186	nt	1420	nt	nt	nt	nt	1331	-22.9%
O=C(Nc1ccc(-c2noc(CCc3ccccc3)n2)cc1)c1cccnc1	0.136	0.248	1.2	3.0	i	-0.5	6.7	-2.8	6.2	-0.951	-0.22	i	1206	9.0	24.0	2.7	717	1023	-1.2%
CCc1ccc(NC(=O)COC(=O)C2(c3ccc(Cl)cc3)CCCC2)cc1	0.261	-0.196	0.0	2.5	i	0.08	11.3	17.7	-11.5	0.894	-0.222	i	1464	2.0	2.0	3.9	664	1082	12.2%
O=[N+]([O-])c1ccc(/C=C/c2ccncc2)cc1	0.179	0.358	-0.4	nt	i	-0.54	nt	14.4	nt	-0.0252	-0.763	nt	949	nt	nt	nt	881	1303	-11.6%
O=C(/C=C/c1ccccc1)CC(O)(c1ccccc1)C(F)(F)F (stereo not drawn)	-1.57	0.732	nt	1.2	i	0.33	3.3	6.6	42.7	-2.86	0.589	i	932	54.4	-7.2	1.6	728	nt	-12.2%
COc1ccc(C(C)=O)cc1CSc1nc2nc(C)cc(C)n2n1	0.0763	0.288	-1.7	4.2	i	1.17	7.1	2.3	-15.4	-0.313	-0.357	i	1221	6.7	-13.9	3.1	725	1186	-3.2%
O=C(Nc1ccc(-c2nc3ccccc3o2)cc1)C1CCCO1 (stereo not drawn)	-0.892	0.369	nt	2.6	i	0.56	7.0	-0.9	-6.3	-0.798	-0.253	i	1273	-8.8	-0.7	1.2	744	nt	-167.8%
Clc1ccc(CNC2CCCC2)cc1	0.52	0.684	-4.8	2.8	i	0.05	9.5	-17.9	8.3	0.053	0.0118	i	932	-9.7	35.1	2.2	786	930	2.2%
